Bioassay records as filed in PubChem BioAssay.
CHRM1 agonist: human M1 muscarinic receptor agonists, primary screen, Fluo-8 calcium fluorescence, CHO-K1 cells, HTS. Muscarinic acetylcholine receptor M1 (Homo sapiens), P11229. CHO-K1 hM1, agonist mode; 0% DMSO, 100% acetylcholine EC100. activation, % at 3 µM. 360,000 tested, 0.33% active. AID 588814, 2011;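 active = activation above the run's mean compound activation plus 3 SD, cut at about 16% in these data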;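 note: peak over basal fluorescence ratio within a 140 s kinetic read after compound addition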
Target sequence (P11229 whole entry, looked up): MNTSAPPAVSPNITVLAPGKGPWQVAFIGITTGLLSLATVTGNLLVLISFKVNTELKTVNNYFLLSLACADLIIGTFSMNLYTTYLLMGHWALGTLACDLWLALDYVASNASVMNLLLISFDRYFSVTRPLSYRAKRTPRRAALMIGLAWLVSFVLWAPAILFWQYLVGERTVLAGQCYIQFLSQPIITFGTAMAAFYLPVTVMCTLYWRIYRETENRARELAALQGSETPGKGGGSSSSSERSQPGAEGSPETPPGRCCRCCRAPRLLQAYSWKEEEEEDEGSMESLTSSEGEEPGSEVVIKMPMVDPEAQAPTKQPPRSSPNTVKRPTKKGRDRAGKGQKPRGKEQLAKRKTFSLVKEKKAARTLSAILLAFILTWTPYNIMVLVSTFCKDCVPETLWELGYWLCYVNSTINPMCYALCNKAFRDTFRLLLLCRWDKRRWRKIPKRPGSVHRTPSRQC
CHRM1 antagonist: human M1 muscarinic receptor antagonists, primary screen, CHO-K1 cells, Fluo-8 calcium fluorescence, 1536-well; CHO-K1 hM1, ACh EC80 antagonist; Muscarinic acetylcholine receptor M1 (Homo sapiens), P11229; 360,000 tested, 1.3% active; inhibition, % at 3 µM; AID 588852, 2011;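 active = percent inhibition above its own plate's cutoff, namely the mean of that plate's compound wells plus 3 SD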;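 note: peak over basal fluorescence ratio during 140 s after agonist addition; 0% = ACh EC80 plus DMSO and 100% = DMSO alone without agonist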
M1 ag parental: counter-screen for M1 agonists: effect in parental CHO-K1 cells. Fluo-8 calcium fluorescence; scaled to maximal ATP response, vehicle zero. activation, % at 3 µM. 360,000 tested, 0.48% active. AID 602248, 2012; in the data active = activation above about 15%;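 note: untransfected CHO-K1 host cells lacking M1 receptor as counterscreen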
TAAR1 agonist: human TAAR1 agonists, primary screen, Fluo-8 calcium fluorescence, CHO RD-HGA16 cells; vehicle wells 0%, saturating PEA agonist 100%; activation, % at 3 µM; 360,000 tested, 0.99% active; AID 624467, 2012;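 active = activation above the mean activation of all test compounds in the run plus 3 SD, cut at about 38% in these data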
Target sequence (Q96RJ0 whole entry, looked up): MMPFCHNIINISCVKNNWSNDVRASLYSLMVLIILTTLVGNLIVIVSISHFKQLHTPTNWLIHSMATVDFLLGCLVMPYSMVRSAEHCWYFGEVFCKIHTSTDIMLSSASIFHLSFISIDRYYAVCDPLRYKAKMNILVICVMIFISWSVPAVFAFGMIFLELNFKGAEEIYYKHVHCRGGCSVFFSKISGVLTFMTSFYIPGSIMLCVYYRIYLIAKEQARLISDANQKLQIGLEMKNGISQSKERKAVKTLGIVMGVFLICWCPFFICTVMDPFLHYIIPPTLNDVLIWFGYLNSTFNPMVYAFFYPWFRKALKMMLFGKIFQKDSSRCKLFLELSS
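Signal – calcium-sensitive Fluo-8 signal, excitation 470-495, emission 515-575 nm · System – RD-HGA16 (CHO) cells co-expressing Gα16 and hTAAR1 · Incubation – 17-24 h seeding, 75 min 37 °C dye, 30 min RT · Compound dosing – 3 µM single concentration · Repeats – no replicates (n 1)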
CHO-K1 Ca antag: M1 antagonist counterscreen hit in parental CHO-K1 cells | ATP-induced calcium, Fluo-8 fluorescence | inhibition, % at 3 µM | 360,000 tested, 0.6% active | AID 602250;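 active = inhibition above a per-plate cutoff, the plate's mean sample inhibition plus 3 SD, cut at about 24% in these data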;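 note: 0% = DMSO plus EC80 ATP and 100% = DMSO alone without ATP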
CHRM1 PAM: human M1 muscarinic receptor positive allosteric modulators, primary screen, CHO-K1 cells, Fluo-8 calcium fluorescence, 1536-well; AID 588819, 2011; activation, % at 3 µM; 360,000 tested, 0.088% active; CHO-K1 hM1, ACh EC20; 0% = ACh EC20, 100% = maximal ACh; in the data active = activation above about 19%, passing the limit was not always enough
TAAR1 antagonist: human TAAR1 antagonists, primary screen, Fluo-8 calcium fluorescence, CHO RD-HGA16 cells. inhibition, % at 3 µM. antagonist. AID 624466, 2012. Trace amine-associated receptor 1 (Homo sapiens), Q96RJ0. 360,000 tested, 1.5% active;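 active = inhibition above a per-plate cutoff, the mean inhibition of test compounds on that plate plus 3 SD, cut at about 49% in these data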;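 note: 0% = DMSO plus EC80 beta-PEA response and 100% = DMSO alone without agonist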
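Test system: RD-HGA16 CHO cells with stable hTAAR1 and Gα16 / Probe or stimulus: EC80 β-phenethylamine stimulus / Times: seeding 17-24 h prior, 75-min 37 °C, 30-min RT dye loading / Detection: Fluo-8 calcium-sensitive fluorescence / Read-out basis: % inhibition scaled between DMSO and EC80 PEA controls / Repeats: singlicate, one well per test compound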
M1 PAM parental: nonselective calcium activators in parental CHO-K1 cells, primary screen, counter-screen for M1 PAM project, cell-based, Fluo-8 calcium fluorescence, full deck, 1536-well; ATP EC20; 0% at ATP EC20, 100% at ATP max; activation, % at 3 µM; 360,000 tested, 0.02% active;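 active = activation above the run cutoff, the mean activation of all test compounds plus 3 SD, cut at about 40% in these data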;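 note: peak over basal fluorescence ratio in a 140 s read after ATP addition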
CHO parental Ca: ATP-evoked calcium signal inhibitors, parental CHO, primary screen, counter-screen for OX1R antagonist project, cell-based, fluorescence, Fluo-8 calcium dye. 330,000 tested, 0.63% active. parental CHO-K1, ATP-induced calcium, Fluo-8 fluorescence. inhibition, % at 5.6 µM. AID 463079, 2010;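 active = inhibition above that plate's mean sample inhibition plus 3 SD, cut at about 26% in these data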;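 note: 0% = ATP-challenged DMSO wells and 100% = DMSO wells without ATP; some compounds past the cut are filed as inactive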
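Material – parental CHO cells · Reagent – ATP stimulus · Compound – single nominal dose of 5.6 µM per compound · Detection – Fluo-8 fluorescence · Read-out basis – percent inhibition of calcium signal · Controls – ATP-challenged DMSO wells low, unchallenged DMSO wells high · Repeats – no replicates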
Starred values were filed as active, the others as inactive; / = no result given.

SMILES	CHRM1 agonist	CHRM1 antagonist	M1 ag parental	TAAR1 agonist	CHO-K1 Ca antag	CHRM1 PAM	TAAR1 antagonist	M1 PAM parental	CHO parental Ca
CN1CCSc2ccc(C(=O)NCc3ccccc3)cc21	-5	-10	0.9	-2	-9	4	7	25	-6
O=C(Cc1ccc(Br)cc1)NNC(=O)c1cccs1	-2	-4	-0.3	1	-2	0	-1	-11	-5
COc1ccc(C(=O)Nc2ccc(-c3cn4ccsc4n3)cc2)cc1S(=O)(=O)N1CCOCC1	0	8	3.5	17	4	-16	62*	2	-4
CN(C)CCn1c2c(c(SCC(=O)Nc3ccccc3C(F)(F)F)nc1=O)CCCC2	-7	-4	0.7	0	-7	5	-9	-4	-23
COC(=O)c1cc(NC(=O)c2ccoc2C)cc(C(=O)OC)c1	-2	-13	0.7	6	-5	5	-5	2	-16
Cc1cccc(C)c1N(CC(=O)N/N=C/c1cc(Br)c(C)o1)S(C)(=O)=O	7	-18	0.9	3	-4	13	1	21	-15
O=C(c1ccccc1)N(Cc1ccc(F)cc1)Cc1nc2ccccc2c(=O)[nH]1	4	-13	2.2	16	-34	18	12	15	-19
CCCc1cc(=O)n2[nH]c(NCc3ccc(OC)c(OC)c3)nc2n1	-6	-3	1.1	3	-17	6	15	28	-9
NC(=O)C1CCCN(C(=O)CCCNC(=O)c2ccc(Cl)cc2)C1 (stereo not given)	-5	14	-0.2	-1	9	-7	15	-7	-14
Cc1cccc2c(=O)c(Br)c(C)n(Cc3ccccc3)c12	-2	-4	-0.3	12	-3	5	4	6	-11
CN(C(=O)c1ccccc1C(=O)OCC(=O)c1ccccc1)c1ccccc1	-6	9	1.2	-3	-4	2	-6	13	-16
CCOC(=O)N/N=C(/C)c1ccc([N+](=O)[O-])o1	-4	-5	0.5	9	-5	1	-6	15	-1
N#CCCCSc1nnc(CSc2nc3ccccc3s2)n1-c1ccccc1	-3	19	5.6	12	-13	-2	13	5	-30
NC(N)=NS(=O)(=O)c1ccc(N/C=C/C(=O)c2ccc(Cl)c(Cl)c2)cc1	5	-17	1.0	17	-6	7	-2	3	6
Cc1c(/C=C(\CC(=O)O)c2nc3ccccc3s2)cc(C#N)n1C	-4	-8	0.3	-1	-9	7	3	17	-7
CCOC(=O)CN1C(=O)Nc2ccc(Br)cc2C1c1ccccc1 (stereo not given)	-6	50*	-0.1	14	2	-22	1	-4	-23
COc1ccc(NC(=O)CCC2COc3ccccc3O2)c(OC)c1 (stereo not given)	-4	-10	0.2	2	-5	5	-3	17	-21
CC(C)=CC(=O)N1CCC(Oc2cccc(C(=O)NCc3ccccn3)c2)CC1	-3	-2	0.0	5	-4	5	-12	-1	/
O=Cc1cc([N+](=O)[O-])ccc1N1CCN(Cc2ccc3c(c2)OCO3)CC1	-6	35*	10	4	-10	-30	-3	-7	-9
Cc1cc(C)n(-c2nc(SCCN(C)C)c3c4c(sc3n2)COC(C)(C)C4)n1	3	-2	0.7	4	-7	-3	-2	20	-7
Cc1c(NC(=O)c2cc(-c3cccs3)on2)c(=O)n(-c2ccccc2)n1C	-9	14	-0.5	/	0	-6	/	3	-12
Clc1cccc(CN2CCN(Cc3nc(CCc4ccccc4)no3)CC2)c1	-7	-9	2.9	0	-21	4	-9	9	-27
COC(=O)c1ccc(NC(=O)COC(=O)CSc2nc(C)cc(C)n2)cc1	-2	-4	1.2	6	-13	7	13	-1	-11
CC(C)(C)NC(=S)N/N=C\c1ccc(-c2ccc([N+](=O)[O-])cc2)o1	1	2	4.2	17	1	-1	47	9	-8
Cn1nc(C(=O)Nc2sc3c(c2C#N)CCCC3)ccc1=O	-2	-10	1.5	6	-12	8	-6	-6	-12
O=C(Cc1nn[nH]n1)c1ccccc1O	-8	-7	0.4	8	-11	6	7	21	3
CCOc1ccc(CCNC(=O)COC(=O)c2cccnc2OCC)cc1OCC	-1	-3	0.7	1	-6	3	8	-2	-2
Cc1ccc2c(CN3CCCc4ccccc43)cc(=O)oc2c1C	-5	-4	1.3	17	-12	-1	-14	22	-11
CCOc1ccc(NC(=O)CN2C(=O)CSC2=O)cc1	-9	-4	0.4	1	-10	5	16	-6	-4
Cc1ccc(NC(=O)C(Cc2ccccc2)N2C(=O)C3C4CCC(C4)C3C2=O)cc1Cl (stereo not given)	-3	6	0.5	6	-3	1	39	19	-23
Brc1ccc2ncnc(NCc3ccccc3)c2c1	7	19	10	6	20	-12	12	8	13
O=C(COC(=O)CCc1nc2ccccc2c(=O)[nH]1)Nc1ccc(OC(F)(F)F)cc1	-4	0	-0.4	5	-12	0	1	19	-7
O=C(N/N=C/c1cccnc1)c1cc(O)c(O)c(O)c1	-2	-16	-0.1	1	-15	8	4	1	10
COc1cccc2[nH]c3c(Cl)ncnc3c12	-7	-13	0.0	8	1	11	-6	5	-2
COc1ccc(-c2nnc(SCc3nnc(-c4cccs4)o3)n2CC2CCCO2)cc1 (stereo not given)	-4	2	7.4	5	-8	7	-6	30	-14
Cc1cc(S(=O)(=O)NC[C@H]2O[C@@H](n3cnc4c(N)ncnc43)[C@H](O)[C@@H]2O)c(C)s1	2	-6	0.0	1	-2	7	0	8	-3
O=C(COc1ccc(S(=O)(=O)N2CCCCC2)cc1)N1CCCCCC1	-2	-6	0.5	13	2	8	-3	-7	-8
N#Cc1cccc(NC(=O)CNc2cccc(S(=O)(=O)N3CCCC3)c2)c1	-2	2	6.7	5	-10	-1	10	8	-25
O=C(O)C(Cc1ccccc1)N1C(=O)/C(=C/c2ccccc2)SC1=S (stereo not given)	-7	-4	0.0	3	-6	2	-2	23	-2
Cc1ccccc1-n1c(Cc2cccs2)n[nH]c1=S	-9	1	0.3	13	1	2	-3	-1	-16
Cc1cc(NC(=O)CCC(=O)N(CC(=O)NC2CCCC2)Cc2ccco2)no1	-3	-21	0.0	3	-12	6	-4	20	-4
CCN(CC)C(=O)C1=C(C)N(CCC2=CCCCC2)C(=O)C(CC(=O)NCCc2ccccn2)C1 (stereo not given)	-8	-6	0.3	6	-8	3	-5	5	/
CCOC(=O)SC1=N/C(=C\c2ccc(N(C)C)cc2)C(=O)S1	2	-1	4.7	18	2	-2	21	13	8
COc1cc2c(cc1OC)CN(C(=O)c1ccc(OC)c(S(=O)(=O)N3CCCC3)c1)CC2	-3	-5	0.4	4	-17	5	-13	-10	/
Cc1[nH]c2ccccc2c1C(=O)C(=O)N1c2ccccc2CC1C (stereo not given)	0	3	3.8	2	-6	1	-12	16	-11
COc1cc(NC(=S)Nc2ccc3c(c2)OCCO3)cc(OC)c1OC	-7	-5	0.3	11	-4	6	4	13	-29
Cc1ccccc1OCC(=O)NCCC1=CCCCC1	-7	1	0.1	-3	-1	-1	-21	11	-12
COc1ccc(C(=O)NCCOc2cccc(OC)c2)cc1	-8	3	-0.4	3	14	-3	2	0	-14
O=C(O)c1ccc(S(=O)(=O)NCc2cccnc2)cc1	-1	-11	1.1	8	-12	7	-10	15	1
O=C(COC(=O)c1cc[n+]([O-])cc1)Nc1ccc2c(c1)OCCO2	-1	-21	0.2	0	-6	7	1	16	-11
Cc1ccc(C2(C)NC(=O)N(CC(=O)Nc3ccc(-c4nc5ccc(C)cc5s4)cc3)C2=O)cc1 (stereo not given)	0	1	0.3	3	-9	3	-13	6	20
N/C(=N\OC(=O)COc1ccc(Cl)cc1Cl)c1ccccn1	-8	2	0.4	5	-9	3	-2	8	-21
COc1cccc(/C=C2\N=C(SC)SC2=O)c1OC	-4	-3	-0.4	11	4	6	15	10	-16
CC(C)(C)OC(=O)CC[C@@H](C(=O)N1CCN(C(=O)OC(C)(C)C)CC1)n1cc(C(CO)NC(=O)OC(C)(C)C)nn1 (stereo not given in full)	-1	-19	0.1	5	-14	14	-14	13	-6
CCCCCCSc1ccc([C@H]2N[C@@](C)(C(=O)OC)[C@H]3C(=O)N(C)C(=O)[C@@H]23)cc1	-5	36*	2.2	5	6	-18	10	-16	8
COCCCn1cnc2oc3nc4ccccc4nc3c2c1=O	-2	-6	0.1	2	-12	2	10	11	-4
O=C(Nc1cccc(NC(=O)c2cccc([N+](=O)[O-])c2)n1)c1cccc([N+](=O)[O-])c1	-1	-17	0.4	17	-7	12	32	26	-5
O=C(NCCN1CCOCC1)/C(=C\c1ccccc1Cl)NC(=O)c1ccccc1	-1	-9	0.3	0	-11	7	4	5	-13
CC(C)c1ccc(NC(=S)NN2C(C)CCCC2C)cc1 (stereo not given)	-10	0	-0.1	5	-8	9	3	14	-13
COc1ccc(NC(C)=O)cc1S(=O)(=O)N1CCn2cccc2C1C (stereo not given)	-2	-14	-0.2	-1	-5	19	-4	-1	-7

Next records.
SMILES	CHRM1 agonist	CHRM1 antagonist	M1 ag parental	TAAR1 agonist	CHO-K1 Ca antag	CHRM1 PAM	TAAR1 antagonist	M1 PAM parental	CHO parental Ca
COc1ccc([C@H]2[C@@H]3C=CCC[C@@]3(C)C(=O)N2Cc2ccccc2)cc1Cl	0	0	0.6	22	-16	3	9	18	-23
CCCCC(=O)Nc1ccc(C(=O)N(CC)c2ccccc2C)cc1	-1	-4	1.0	4	-16	5	26	14	-11
COC(=O)C1=CN(c2cc(C)cc(C)c2)C=C(C(=O)OC)C1c1cccc(F)c1	-1	-1	0.5	1	-13	2	-42	8	-18
Cc1ccc(OC(=O)N2CCOCC2)cc1	-3	-17	0.1	-1	3	10	9	14	-5
COc1nc(-c2ccccc2Cl)ccc1C#N	-7	-5	0.2	3	-10	0	24	16	-28

Only M1 ag parental and CHRM1 antagonist, for 2 of the compounds above:
structure	M1 ag parental	CHRM1 antagonist
Cc1ccccc1OCC(=O)NCCC1=CCCCC1	0.1	1
COc1ccc(C(=O)NCCOc2cccc(OC)c2)cc1	-0.4	3

Part of the list above in order of heavy-atom count, rising.
SMILES	CHRM1 agonist	CHRM1 antagonist	M1 ag parental	TAAR1 agonist	CHO-K1 Ca antag	CHRM1 PAM	TAAR1 antagonist	M1 PAM parental	CHO parental Ca
COc1nc(-c2ccccc2Cl)ccc1C#N	-7	-5	0.2	3	-10	0	24	16	-28
COc1ccc([C@H]2[C@@H]3C=CCC[C@@]3(C)C(=O)N2Cc2ccccc2)cc1Cl	0	0	0.6	22	-16	3	9	18	-23
COC(=O)C1=CN(c2cc(C)cc(C)c2)C=C(C(=O)OC)C1c1cccc(F)c1	-1	-1	0.5	1	-13	2	-42	8	-18

Compounds were not picked by outcome. About 4.4% of those tested had a hit in this group.
